Screens from PubChem BioAssay.
HttQ103 aggreg: reduces HttQ103-GFP aggregates in PC12 cells | PC12 HttQ103-GFP aggregates, Acumen cytometry, 40 h | Potency, µM (series often up to 46.1 µM), inactives show at the highest dose activity change, negative = inhibition, actives largely listed as inhibitors | 220,000 tested, 1.1% active; also: potency is read from the fitted curve at half-maximal effect; % is scaled to controls: 0 for no effect and ±100 for the full control effect; nearly all actives have a fitted effect of over 60% in size
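Ecdysone-promoter PC12 model expressing HTT exon 1 Q103 fused to GFP, induced by tebufenozide at 100 nM final. Compounds titrated; aggregates sized 1–25 µm scored on a 488 nm laser cytometer.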
NPSR antagonist: antagonists of human neuropeptide S receptor cAMP signaling; Q6W5P4; CHO-NPSR cells, cAMP TR-FRET, antagonist mode; Potency, µM (top dose mostly 38.3 µM), for inactives: at the top dose activity change, negative = inhibition, actives largely listed as inhibitors; 220,000 tested, 1% active; AID 1461; also: potency is read from the fitted curve at half-maximal effect; % is scaled to controls: 0 for no effect and ±100 for the full control effect; nearly all actives have a fitted effect of over 50% in size; many of its hits are not listed in these tables
Target sequence (Q6W5P4 whole entry, looked up): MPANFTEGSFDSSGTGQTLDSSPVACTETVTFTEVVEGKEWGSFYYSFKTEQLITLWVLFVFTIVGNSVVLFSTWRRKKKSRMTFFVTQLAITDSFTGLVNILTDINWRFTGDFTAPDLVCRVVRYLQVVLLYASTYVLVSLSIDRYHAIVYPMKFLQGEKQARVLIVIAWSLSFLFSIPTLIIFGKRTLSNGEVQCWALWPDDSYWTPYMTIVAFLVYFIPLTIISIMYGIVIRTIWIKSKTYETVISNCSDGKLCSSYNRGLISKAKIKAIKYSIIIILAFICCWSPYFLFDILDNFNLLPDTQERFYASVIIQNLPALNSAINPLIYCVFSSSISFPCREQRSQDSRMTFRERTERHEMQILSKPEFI
KinaseGlo FLuc: counter-screen: inhibitors of Kinase-Glo firefly luciferase; Q27757; Kinase-Glo luciferase, ATP luminescence, 8 min; Potency, µM (doses to about 38.3 µM), without a hit: at the highest dose activity change, negative = inhibition, most hits filed as inhibitors; 200,000 tested, 0.28% active; also: potency is read from the fitted curve at half-maximal effect; % is scaled to controls: 0 for no effect and ±100 for the full control effect; nearly all actives have a fitted effect of over 60% in size
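Light output from Kinase-Glo luciferase with luciferin and 10 uM ATP in 50 mM imidazole pH 7.2, KCl, MgCl2, Tween 20, BSA; compound pin-delivered, 8-min ambient incubation, then luminescence read.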
IMPase Li cell: cell-permeable IMPase inhibitors with lithium potentiation. 210,000 tested, 0.35% active. Potency, µM (doses to about 59.4 µM), inactives show top-dose activity, negative = IMPase inhibition, most hits filed as inhibitors. AID 1457. CHO-M1 cells, IP1 TR-FRET (IP-One), carbachol + lithium;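 also: IP1 builds up when IMPase is blocked and the TR-FRET signal falls; potency is read from the fitted curve at half-maximal effect; plate controls were basal vehicle for no effect and high inhibitor control for full effect; nearly all actives have a fitted effect of over 50% in size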
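CHO cells stably expressing M1 receptor (2000/well) were cultured 16–30 h, then exposed to compounds with a small lithium addition for 30 min at 37C. IP1 was measured by TR-FRET competition; AC50 from Hill fits.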
Epigenetic derep: derepresses silenced GFP reporter in murine cells | 280,000 tested, 0.2% active | murine LDR cells, GFP reporter derepression, 30 h | AID 1865 | Potency, µM (titrated, usually from 53.9 µM), for the others: top-dose GFP activation, most hits filed as activators; also: potency is read from the fitted curve at half-maximal effect; % of control where 0% means no effect; nearly all actives have a fitted effect of over 60% in size
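In this reporter-derepression format, murine cells bearing a silenced integrated CMV-GFP locus incubate with test compound (30 h, 37 C), then are washed and imaged; fluorescent objects of 20–120 um count as induced cells.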
LMNA splice mod: changes lamin A minigene splicing in HeLa cells. HeLa LMNA splicing GFP/RFP minigene ratio, 48 h. Potency, µM (top dose mostly 46.1 µM), without a hit: at the top dose ratio change, negative = inhibition, hits mostly inhibitors. 200,000 tested, 0.01% active; active = well fitted inhibition curve with a large enough effect in the signal ratio, with a control signal flat, not every such curve was filed as active; inconclusive = small, poorly fitted or top-dose-only effect, or effect the other way, or a change in a side signal; the % refers to the signal ratio; also: potency is read from the fitted curve at half-maximal effect; % is scaled to controls: 0 for no effect and ±100 for the full control effect
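S3 HeLa stable clones carrying a lamin A-EGFP splicing minigene plus DsRed2 were seeded at 600 cells/well in Opti-MEM with 2% FBS, pin-dosed and incubated 48 h at 37°C. Acumen cytometry (488 nm) gave the GFP/RFP total-intensity ratio.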
CBFb-RUNX1 inh: inhibitors of human CBF-beta and RUNX1 interaction | Q01196+Q13951 | AlphaScreen CBFb-His/RUNX1-biotin binding, biochemical | Potency, µM (doses to about 59.8 µM), for inactives: top-dose activity, negative = inhibition, usual class: inhibitors | 230,000 tested, under 10 active | AID 1477; also: % of control where 0% means no effect
Target sequence (Q01196 whole entry, looked up): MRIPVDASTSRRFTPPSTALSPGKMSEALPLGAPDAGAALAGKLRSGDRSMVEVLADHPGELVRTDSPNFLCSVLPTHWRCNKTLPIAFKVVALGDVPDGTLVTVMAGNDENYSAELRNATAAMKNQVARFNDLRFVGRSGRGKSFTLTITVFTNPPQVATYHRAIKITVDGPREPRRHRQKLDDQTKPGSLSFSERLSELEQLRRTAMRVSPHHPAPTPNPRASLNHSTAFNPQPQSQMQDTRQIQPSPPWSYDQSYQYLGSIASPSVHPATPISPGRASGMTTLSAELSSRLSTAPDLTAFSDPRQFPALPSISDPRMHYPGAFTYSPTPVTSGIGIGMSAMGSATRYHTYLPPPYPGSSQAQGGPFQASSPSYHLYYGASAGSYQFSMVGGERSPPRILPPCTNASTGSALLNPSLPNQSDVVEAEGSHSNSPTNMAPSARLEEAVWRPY
Target sequence (Q13951 whole entry, looked up): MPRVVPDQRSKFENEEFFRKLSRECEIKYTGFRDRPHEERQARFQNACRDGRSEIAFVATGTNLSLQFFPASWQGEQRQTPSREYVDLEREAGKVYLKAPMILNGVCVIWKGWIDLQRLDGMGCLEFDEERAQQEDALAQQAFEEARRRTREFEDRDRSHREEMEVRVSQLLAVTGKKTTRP
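AlphaScreen proximity signal reports loss of binding between His-tagged CBF-beta and biotin-labelled RUNX1, each at 30 nM. Proteins are pre-associated for 20 minutes, compounds added for 15 minutes, then beads for 90 minutes, all at ambient temperature.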
The depositor's hits bear a star; ? = inconclusive; / = no result given; & = joins results of further samples; [ ] = another dose, or the depositor's remark. Unless noted, calls follow the shape of the dose curve; as a rule, active = well fitted curve in the direction sought with a large enough effect; inconclusive = small, poorly fitted or top-dose-only effect, or another doubt; inactive = no such curve, though single readings can be large; an effect the other way counts as inactive or inconclusive. Not all compounds are listed, so the mix of outcomes need not match the whole.

SMILES | LMNA splice mod | HttQ103 aggreg | CBFb-RUNX1 inh | IMPase Li cell | Epigenetic derep | NPSR antagonist | KinaseGlo FLuc
Cc1ccc(O)c(CNc2nc3ccccc3n2C)c1 | 2.8% | 9.0% | 3.5% | 8.2%[38.3 µM] | 2.1% | -8.6%[46.1 µM] | -5.8%
COc1ccc(S(=O)(=O)N2CC=C(C(=O)Nc3ccc(NC(C)=O)cc3)CC2)cc1 | 4.3%[46 µM] | -0.3% | -3.8% | 0.9% | 5.3% | 4.7% | 0.0%
NC(=O)c1ccsc1NC(=O)c1ccc(N2CCCC2=O)cc1 | / | -22.2% | -11.0% | 5.0% | 2.8% | -3.4% | ?
CCOc1ccc(C(C)NC(=S)NC2CCCCC2)cc1 (configuration not stated) | / | 0.562µM* | -1.1% | 6.2% | 4.9% | -21.8% | 1.2%
CCC(CC)C(=O)NCCc1ccc(F)cc1 | 8.7% | 3.1% | -0.5% | 30.0%[38.3 µM] | 3.2% | -5.4%[46.1 µM] | -1.7%
CC1(C)[C@@H]2CC[C@]1(C)[C@@H](OC(=O)CSC#N)C2 | ? | 10.7% | / | -0.6% | / | / | 0.3%[7.66 µM]
CCCCNC(=O)NCc1cnn(C)c1C | -4.5% | 4.4% | -4.6% | -0.9% | 3.0% | 8.8% | 0.4%
CC(C)(C)C1CCC2(CC1)NC(=S)N(c1ccccc1)N2 (configuration not stated) | 13.5% | 12.3% | -3.5% | 10.2% | 0.0% | -11.5%[46.1 µM] | 0.9%
CC1CN(c2cc(=O)n(-c3cccc(Br)c3)c(=O)[nH]2)CC(C)O1 (configuration not stated) | -7.2% | 1.4% | 8.8% | 10.9%[38.3 µM] | 1.3% | -0.8%[46.1 µM] | 1.9%
Cc1c(=O)n(OCc2ccccn2)c2ccccc2[n+]1[O-] | -8.5% | 2.9% | -1.8% | 24.0%[38.3 µM] | -1.0% | -0.6%[46.1 µM] | 16.2%
O=S(=O)(CS(=O)(=O)c1ccc(Cl)cc1)c1ccc(Cl)cc1 | / | -18.6%[9.22 µM] | 15.3% | / | -2.9% | 8.2% | /
CC(=O)Nc1cccc(NC(=O)C2CCCN2C(=O)Nc2ccc(C)cc2)c1 (configuration not stated) | 1.7% | -3.9%[9.22 µM] | -3.4% | 8.8%[38.3 µM] | -0.5% | 15.3%[46.1 µM] | 0.8%
Cc1cc(N)c(NC2=CC(=O)CC(C)(C)C2)cc1C | -2.2% | 13.6% | 5.9% | / | 6.5% | -21.4%[46.1 µM] | /
COC(=O)c1cc(-c2c(C)oc3cc(OC)ccc3c2=O)c(C)o1 | -3.1% | 9.0% | 3.4% | 2.0%[38.3 µM] | -6.2% | -5.1%[46.1 µM] | 0.4%
CCOC(=O)Cn1cc(C(=O)c2ccco2)c2ccccc21 | 4.6% | -2.8% | 6.8% | / | -3.7% | -11.7%[46.1 µM] | /
CC(NC(=O)c1cccs1)c1nnc(SCc2ccc(Cl)cc2Cl)n1C (configuration not stated) | 0.2% | 2.5% | -0.1% | -6.2% | 0.2% | -8.4% | -0.9%
O=C(CN1CCC(NC(=O)c2cccc(F)c2)CC1)NCc1cccs1 | ? | -1.1%[9.22 µM] | -0.5% | 6.0% | 0.0% | 7.8% | 0.7%
COc1ccc(S(=O)(=O)Nc2cc(C(=O)NCCCOC(C)C)ccc2N2CCOCC2)cc1 | / | 23.5% | 1.8% | -2.6% | 1.8% | -4.9% | 4.6%
CC1=C/C(=N\OS(=O)(=O)c2ccccc2)C=CC1=O | ? | ? | ? | 29.9% | 14.6% | ? | -2.4%
CN1CCN(/C=N/c2c(C#N)cnn2-c2ccccc2)CC1 | -2.5% | -11.4% | 7.3% | 21.3%[38.3 µM] | -2.1% | -2.1%[46.1 µM] | -0.6%
CCOC(=O)C(C)Sc1nnc(Cc2cc(=O)[nH]c(=O)[nH]2)n1-c1ccc(OCC)cc1 (configuration not stated) | 5.8% | -5.4% | -4.1% | 3.0%[38.3 µM] | 1.0% | 3.2%[46.1 µM] | -1.4%
COc1ccc(NC2C=CS(=O)(=O)C2)c(OC)c1 (configuration not stated) | 5.0% | 5.7% | 0.4% | 13.2%[38.3 µM] | -1.9% | -20.3%[46.1 µM] | 4.5%
COc1ccc(S(=O)(=O)N(C)CC(=O)O)c2ccccc12 | -10.6% | -6.0% | 9.2% | 16.9%[38.3 µM] | -1.0% | -4.0%[46.1 µM] | 4.7%
Cc1ccc(/C=N/NC(=O)c2ccccc2OCc2ccc(F)cc2)o1 | ? | 1.3% | 3.7% | 8.8% | 1.1% | -18.0% | -2.8%
CC(C)C(=O)Nc1cc(S(=O)(=O)Nc2cccc(Cl)c2)ccc1Cl | -10.9% | ? | 1.5% | / | -0.9% | -13.0%[46.1 µM] | /
COCCCN1Cc2cccc(C(=O)O)c2C1=O | 6.4% | ? | 4.0% | -7.6%[38.3 µM] | -9.2% | 17.5%[46.1 µM] | -1.1%
CC(SCc1ccccc1)C(=O)NCc1ccccn1 (configuration not stated) | 17.7%[46 µM] | -3.3%[9.22 µM] | 2.0% | 17.2% | -1.0% | -5.6% | -3.1%
NC(=O)c1nsc(C(=O)N(c2ccccc2)C(C(=O)NCC2CCCO2)c2cccs2)c1N (configuration not stated) | / | 1.9%[9.22 µM] | 8.3% | 10.6% | -1.0% | -12.8% | 0.7%
CC(=O)N(CCCN(C)C)c1nc2ccc(C)cc2s1 | 5.3%[9.22 µM] | -6.1% | 4.1% | 4.0% | 1.0% | 25.3% | -0.7%
CSc1nc(/C=C2\C=Nc3ccccc32)c(O)n1C | -8.5% | 13.4% | -4.7% | 8.7% | 1.1% | -13.1% | ?
CCCn1nnnc1SCC(=O)Nc1cccc(NC(=O)c2ccco2)c1 | -9.2% | -12.3% | 5.2% | 1.5% | 0.0% | -11.4%[46.1 µM] | -1.7%
O=C(CCn1c(=O)sc2ccccc21)NCc1ccc2c(c1)OCO2 | 4.5% | 20.6% | -2.2% | 17.4% | 0.0% | -1.1% | 1.4%
O=C1C[C@@H](c2ccc(O)cc2)Oc2cc(O)cc(O)c21 | 12.6%&-11.3% | -15.0% | 11.1%[2.36 µM] | 1.3%&6.1% | -1.1% | -10.0% | 10.7%
Cc1cc(-c2onc(C)c2C(=O)Oc2ccc(Cl)cc2)no1 | / | 5.3%[9.22 µM] | 16.0% | / | -0.3% | 11.0% | /
O=C(COC(=O)/C=C/c1ccc([N+](=O)[O-])cc1)NCc1ccccc1 | 10.3% | 0.9% | -0.2% | 0.7% | 2.7% | 4.8% | -2.0%
O=C(CN1C(=O)/C(=C/c2ccccc2)SC1=S)Nc1cccnc1 | / | 0.3%[9.22 µM] | 5.2% | 7.8% | -4.8% | -6.5% | -0.3%
CCC(NC(=O)Nc1nccs1)(C(F)(F)F)C(F)(F)F | -2.5% | -1.0% | 8.7% | -14.3%[38.3 µM] | 0.6% | -5.1%[7.67 µM] | 0.4%
COc1ccc(C(=O)Cn2nnc(-c3ccccc3-n3cnnn3)n2)cc1 | 9.9% | 2.4% | -2.0% | 5.1%[38.3 µM] | -2.9% | -16.9%[46.1 µM] | 13.1%
Cc1ccccc1N/C(=C(/C(Cl)=C(Cl)Cl)[N+](=O)[O-])n1nnc2ccccc21 | 11.6% | 13.9% | 6.1% | -10.4%[38.3 µM] | -1.8% | -8.4%[46.1 µM] | 1.2%
C/C(=N\NC(=O)c1c[nH]c2ccccc12)c1ccc(C)o1 | -4.8% | 0.4% | 4.0% | 2.7%[38.3 µM] | -0.2% | -6.2%[46.1 µM] | -5.7%
COc1ccccc1NC(=O)C(C/C=C(/C)Cl)C(C)=O (configuration not stated) | -6.8% | -17.1% | 4.2% | 1.5% | -2.9% | 0.2%[46.1 µM] | 0.6%
Cc1ccc(C(=O)Nc2ccc(S(=O)(=O)N3CCc4ccccc43)cc2)o1 | ? | ? | -8.2% | 0.5%[38.3 µM] | -1.8% | ? | -0.7%
CCN(C(=O)COc1cccc2cccnc12)C1CCS(=O)(=O)C1 (configuration not stated) | / | 19.2% | -12.9% | 5.3% | -3.4% | -1.0% | 3.0%
Cn1c(N2CCOCC2)c(/C=N/O)c2ccccc21 | ? | 5.1%[9.22 µM] | 3.2% | 3.9% | 6.9%[10.1 µM] | 5.4% | -0.4%
COc1cc(NC(=O)c2ccc(OC)c([N+](=O)[O-])c2)ccc1NC(=O)c1ccco1 | / | 25.8%[9.22 µM] | 1.3% | / | -3.7% | -12.6% | /
O=C(Nn1cnnc1)c1ccc(Br)s1 | -3.8% | 6.3% | 6.7% | -2.0% | 2.6% | -1.2% | -0.3%
CCOC(=O)CSc1nc2ccc(N)cc2s1 | -4.0% | 7.6% | -0.8% | 11.8%[38.3 µM] | -1.8% | -14.1%[46.1 µM] | 0.6%
COc1cccc(NS(=O)(=O)c2ccc(Br)s2)c1 | ? | 6.3% | -0.2% | 0.4%[38.3 µM] | 1.1% | -6.1%[46.1 µM] | -1.0%
CCCNC(=O)c1ccccc1NC(=O)Nc1ccccc1C | -4.0% | -1.5% | -2.4% | 3.2%[38.3 µM] | 0.7% | 2.0%[46.1 µM] | 0.1%
Cc1cc([N+](=O)[O-])cc2c1NCC1CC=CC21 (configuration not stated) | -5.4% | -9.2% | -9.5% | -7.9% | 0.0% | 5.3% | 0.1%
CCCn1ncc(CN2CCC(Cc3cccc(F)c3)(C(=O)OCC)CC2)c1C | / | -19.3%[9.22 µM] | 13.1% | 15.3% | 0.0% | 10.3% | /
CC[C@H](C)C(=O)O[C@H]1C[C@@H](C)C=C2C=C[C@H](C)[C@H](CC[C@@H]3C[C@@H](O)CC(=O)O3)[C@H]21 | ? | 16.5%&-22.5% | 11.2% | 10.9%&-1.8%&6.0% | 1.1%&1.9% | -22.4% | -1.9%
COc1ccccc1CNC(=O)C1(C)Oc2cccnc2NC1=O (configuration not stated) | / | 37.0% | -11.8% | 1.4% | -3.3% | 13.2% | -2.1%
COc1ccc(NC2=C(C(C)=O)C(c3ccc(N(C)C)cc3)C(C(C)=O)C(C)(O)C2)cc1 (configuration not stated) | / | -23.4% | -8.5% | 3.7% | 0.0% | -0.3% | 4.5%
CC(NC(=O)Nc1cccc([N+](=O)[O-])c1)(C(F)(F)F)C(F)(F)F | 10.4% | ? | 4.5% | 13.6%[38.3 µM] | -0.4% | 0.2%[46.1 µM] | -3.2%

Individual results from the list.
COc1ccccc1NC(=O)C(C/C=C(/C)Cl)C(C)=O (configuration not stated) in Epigenetic derep: -2.9%
CCCn1nnnc1SCC(=O)Nc1cccc(NC(=O)c2ccco2)c1 in IMPase Li cell: 1.5%
